ssDAF-12 act – S. stercoralis DAF-12 nuclear receptor activators, primary screen, cell-based, luminescence, HEK293, GRIP1 co-expression, lit1-tk-luc; Nuclear hormone receptor DAF-12 (Strongyloides stercoralis); HEK293 ssDAF-12/GRIP1 lit1-tk-luc reporter; % of 3 µM dafachronic acid response; activation, % at 6.8 µM; 370,000 tested, 1% active;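 active means activation above the mean over all tested compounds plus 3 SD, cut at about 0.9% in these data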;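 further: 0% = DMSO-only wells and 100% = 3 µM delta7-dafachronic acid wells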
PLC-gamma1 inh – PLC-gamma1 enzyme inhibitors, primary screen, biochemical, fluorescence, purified enzyme. fluorogenic substrate. inhibition, % at 12.2 µM. 370,000 tested, 0.84% active. AID 720700, 2013. 1-phosphatidylinositol 4,5-bisphosphate phosphodiesterase gamma-1 (Homo sapiens), P19174; in the data active means inhibition above about 9.5%
DAX1 inh-1 – DAX1 (NR0B1) inhibitors, primary screen, cell-based, HEK293, Gal4-DAX1, luciferase luminescence; HEK293 Gal4-DAX1 luciferase reporter; AID 504766, 2011; 340,000 tested, 0.99% active; inhibition, % at 6.75 µM; Nuclear receptor subfamily 0 group B member 1 (Homo sapiens), P51843;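 active means inhibition above the mean over all tested compounds plus 3 SD, cut at about 4.2% in these data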;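 further: 0% = DAX1-transfected cells with DMSO and 100% = empty-vector control cells with DMSO; inhibition shows as a rise in luminescence from relieved DAX1 repression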
Target sequence (P51843 207-470 limits assumed): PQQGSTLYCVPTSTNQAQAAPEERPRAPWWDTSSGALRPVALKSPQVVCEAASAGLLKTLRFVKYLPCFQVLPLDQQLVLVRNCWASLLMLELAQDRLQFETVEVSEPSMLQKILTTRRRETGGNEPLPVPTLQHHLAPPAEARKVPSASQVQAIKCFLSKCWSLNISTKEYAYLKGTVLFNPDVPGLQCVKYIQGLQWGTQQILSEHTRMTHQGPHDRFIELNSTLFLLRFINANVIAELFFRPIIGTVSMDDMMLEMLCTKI
DAX1 inh-2 – DAX1 (NR0B1) inhibitors on StAR promoter, primary screen, cell-based, luminescence, SF-1 (NR5A1), full-length DAX-1; HEK293T StAR-luciferase reporter, SF-1/DAX-1 repression relief; inhibition, % at 6.8 µM; 370,000 tested, 1.1% active; AID 652010, 2013;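 active means inhibition above the mean over all tested compounds plus 3 SD, cut at about 3.6% in these data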;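 further: 0% = DAX-1 cells with DMSO and 100% = cells lacking DAX-1 with DMSO; higher inhibition means more luminescence from relief of DAX-1 repression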
ADAM17 inh – ADAM17 inhibitors, primary screen, biochemical, QFRET; inhibition, % at 6.95 µM; 370,000 tested, 0.83% active; recombinant ADAM17, EDANS/DABCYL FRET peptide cleavage;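 active means inhibition above the mean of compounds lying between control limits plus 3 SD, set per campaign, cut at about 8.5% in these data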;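 further: 0% = DMSO-only wells as the low control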
hgDAF-12 ag – H. glycines DAF-12 receptor agonists, primary screen, cell-based, luminescence, HEK293, GAL4 fusion, UAS-luciferase | 370,000 tested, 1.8% active | Nuclear hormone receptor DAF-12 (Heterodera glycines), GAL4 fusion | HEK293 GAL4-hgDAF12 UAS-luciferase reporter, agonist luminescence; normalized to butyrate control | activation, % at 6.8 µM;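 active means activation above a cutoff set at the mean of all screened compounds plus 3 SD, cut at about 10% in these data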;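 further: 0% = DMSO wells and 100% = sodium butyrate wells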
SMARCA2 activ – SMARCA2 (BRM) function activators, primary screen, cell-based, luminescence, high throughput. AID 652017, 2013. activation, % at 9.1 µM. MG213 cells, MMTV-luciferase reporter, dexamethasone, overnight. 370,000 tested, 1% active; in the data active means activation above about 7.8%;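 further: 0% = vehicle wells and 100% = reference activator wells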
PLCb3 inh – human PLC-beta3 inhibitors, primary screen, biochemical, fluorescence; 1-phosphatidylinositol 4,5-bisphosphate phosphodiesterase beta-3 (Homo sapiens), Q01970; Purified PLC-beta3, fluorogenic substrate; inhibition, % at 12.2 µM; 370,000 tested, 0.18% active; AID 720704, 2013; in the data active means inhibition above about 11%;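 further: 0% = median of compound wells on plate and 100% = full blocker control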
MBD2 DNA inh – inhibitors of MBD2 binding to methylated DNA, primary screen, biochemical, TR-FRET, DNA-binding domain, human; inhibition, % at 4.4 µM; Methyl-CpG-binding domain protein 2 (Homo sapiens), Q9UBB5; 370,000 tested, 0.31% active; MBD2 binding to methylated oligonucleotide; AID 686964, 2013; in the data active means inhibition above about 13%
hcDAF12 agonist – H. contortus DAF-12 nuclear receptor activators, primary screen, cell-based, luminescence, HEK293, lit1-tk-luc reporter. activation, % at 6.8 µM. AID 652067, 2013. HEK293 hcDAF-12 lit1-tk-luc reporter; 0% DMSO, 100% Δ7-dafachronic acid. 370,000 tested, 1.4% active;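 active means activation above the mean of all tested compounds plus 3 SD, cut at about 5.5% in these data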;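 further: 100% = response to 3 µM Δ7-dafachronic acid high control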
Rev-erbA mod – modulators of Rev-erb alpha DNA binding, primary screen, biochemical, FITC-DNA, fluorescence polarization, uHTS. Nuclear receptor subfamily 1 group D member 1 (Homo sapiens), P20393. Rev-erbα–FITC-DNA binding, 90 min. activity, % at 10 µM. 370,000 tested, 0.79% active. AID 1259318, 2017;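 active means activity above about 14%, limit read from the data; passing the limit was not always enough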;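 further: 0% = DMSO wells with 35 nM protein and 100% = DMSO wells with 750 nM protein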
Target sequence (P20393 whole entry, looked up): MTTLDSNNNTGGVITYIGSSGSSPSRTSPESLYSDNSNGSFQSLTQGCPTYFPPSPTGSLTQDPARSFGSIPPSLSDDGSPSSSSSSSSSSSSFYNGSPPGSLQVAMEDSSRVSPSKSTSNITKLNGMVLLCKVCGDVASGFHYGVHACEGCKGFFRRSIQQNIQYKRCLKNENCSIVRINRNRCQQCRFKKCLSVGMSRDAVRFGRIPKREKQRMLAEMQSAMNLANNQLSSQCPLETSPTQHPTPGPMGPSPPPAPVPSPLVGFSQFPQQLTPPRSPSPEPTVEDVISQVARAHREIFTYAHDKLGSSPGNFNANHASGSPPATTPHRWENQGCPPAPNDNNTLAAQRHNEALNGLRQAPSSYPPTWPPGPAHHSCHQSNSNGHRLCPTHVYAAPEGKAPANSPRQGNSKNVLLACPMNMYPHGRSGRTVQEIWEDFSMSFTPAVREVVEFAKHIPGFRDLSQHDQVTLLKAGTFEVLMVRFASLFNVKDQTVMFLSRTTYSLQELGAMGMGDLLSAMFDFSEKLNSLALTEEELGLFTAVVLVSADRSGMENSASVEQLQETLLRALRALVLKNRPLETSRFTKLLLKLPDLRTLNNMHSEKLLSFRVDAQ
Starred values were filed as active, the others as inactive; i = inactive; x = not tested or not shown; & = joins results of further samples.

SMILES | ssDAF-12 act | PLC-gamma1 inh | DAX1 inh-1 | DAX1 inh-2 | ADAM17 inh | hgDAF-12 ag | SMARCA2 activ | PLCb3 inh | MBD2 DNA inh | hcDAF12 agonist | Rev-erbA mod
O=C(c1cnc2sccn2c1=O)N1CCc2ccccc2C1 | 0.3 | -3 | -0.7 | 0.6 | -19 | 1.1 | 0 | -6 | 1 | 2.5 | -3
Cc1c(C(=O)O)oc2ccc(S(=O)(=O)N3CCCCC3C(=O)O)cc12 (stereo not given) | -1.2 | -1 | -0.2 | 0.5 | -2 | -2.4 | -1 | 0 | 4 | -0.9 | 3
CCOC(=O)c1[nH]c(C)c(C(=O)OCC(=O)N2CCc3ccccc32)c1C | -1.4 | -2 | 1.4 | -0.7 | -5 | -1.7 | -3 | 4 | 5 | -0.5 | -1
O=C(Nc1ccccc1N1CCCC1)c1cccnc1 | -0.9 | -5 | -0.3 | -0.1 | -1 | 2.1 | -1 | -3 | 1 | -0.8 | 1
CC1(C(=O)NS(=O)(=O)c2cccc(F)c2)CCN1C(=O)CCc1ccccc1 (stereo not given) | -0.8 | -1 | x | 0.7 | -2 | -0.8 | -2 | 6 | 1 | -0.4 | -3
Cn1nc(C(C)(C)C)cc1C(=O)Nc1nc2c(s1)C(=O)CC(C)(C)C2 | -0.6 | -11 | 0.1 | 0.1 | -6 | -1.6 | -1 | -17 | 1 | -1.8 | 0
COc1ccc(C(=S)N2CCOCC2)cc1OC(=O)c1ccccc1Cl | -1.0 | 4 | -1.0 | 0.0 | -1 | -0.3 | -1 | -3 | 5 | -0.3 | 0
CCO[C@@H]1OC(C(=O)O)=C[C@H](C2CCCCC2)[C@H]1CCCO | -0.9 | 5 | 1.8 | 0.3 | 2 | 2.6 | 1 | 5 | -2 | -1.2 | 1
Cc1ccc(-c2nc3ccc(Br)cn3c2CC(C)(C)C)cc1 | -0.3 | -1 | -0.6 | 1.5 | 1 | 4.6 | 2 | 2 | -3 | 3.0 | 1
Cc1noc(C)c1COC(=O)c1cccc(S(=O)(=O)N2CCOCC2)c1 | -0.3 | 5 | -1.4 | -1.2 | -5 | -2.8 | -3 | -3 | -5 | -1.8 | 0
Cc1cc(Cl)c2cc3ccccc3cc2n1 | -0.7 | 1 | -1.1 | 0.1 | 1 | -1.0 | -2 | -6 | -5 | 2.9 | -4
CCC(=O)NNc1ncnc2ccccc12 | 0.3 | 0 | 1.4 | 0.1 | 2 | -0.6 | 1 | -1 | 2 | 6.9* | 1
Cc1ccsc1CNC(=O)c1c(-c2ccccc2)noc1C | -1.9 | 2 | 3.2 | -0.3 | -3 | -2.7 | 0 | 0 | -7 | -0.1 | 5
CCOC(=O)COc1ccc(C2CC(C)=NN2c2ccccc2)cc1 (stereo not given) | -1.5 | -13 | -0.4 | 0.6 | 1 | -1.0 | 2 | -15 | 4 | 0.3 | -8
O=S1(=O)c2ccc(Br)cc2-n2nncc2CN1Cc1cccc(Cl)c1 | -1.2 | -4 | x | -0.7 | -1 | 6.3 | 0 | -4 | -4 | 0.6 | -3

Part of the list above, with values under each structure:
Results follow in this order: ssDAF-12 act	PLC-gamma1 inh	DAX1 inh-1	DAX1 inh-2	ADAM17 inh	hgDAF-12 ag	SMARCA2 activ	PLCb3 inh	MBD2 DNA inh	hcDAF12 agonist	Rev-erbA mod
O=C(c1cnc2sccn2c1=O)N1CCc2ccccc2C1
  0.3	-3	-0.7	0.6	-19	1.1	0	-6	1	2.5	-3
Cc1c(C(=O)O)oc2ccc(S(=O)(=O)N3CCCCC3C(=O)O)cc12 (stereo not given)
  -1.2	-1	-0.2	0.5	-2	-2.4	-1	0	4	-0.9	3
CCOC(=O)c1[nH]c(C)c(C(=O)OCC(=O)N2CCc3ccccc32)c1C
  -1.4	-2	1.4	-0.7	-5	-1.7	-3	4	5	-0.5	-1
O=C(Nc1ccccc1N1CCCC1)c1cccnc1
  -0.9	-5	-0.3	-0.1	-1	2.1	-1	-3	1	-0.8	1
CC1(C(=O)NS(=O)(=O)c2cccc(F)c2)CCN1C(=O)CCc1ccccc1 (stereo not given)
  -0.8	-1	x	0.7	-2	-0.8	-2	6	1	-0.4	-3
Cn1nc(C(C)(C)C)cc1C(=O)Nc1nc2c(s1)C(=O)CC(C)(C)C2
  -0.6	-11	0.1	0.1	-6	-1.6	-1	-17	1	-1.8	0

The results go on.
SMILES | ssDAF-12 act | PLC-gamma1 inh | DAX1 inh-1 | DAX1 inh-2 | ADAM17 inh | hgDAF-12 ag | SMARCA2 activ | PLCb3 inh | MBD2 DNA inh | hcDAF12 agonist | Rev-erbA mod
CCOc1ccccc1C(=O)N1CCC(C(=O)c2ccc(F)cc2)CC1 | -1.2 | 1 | 0.8 | -0.8 | -1 | 0.2 | -4 | 0 | 2 | -0.6 | 1
O=C(O)C1=C(OCc2ccc(F)c(F)c2)C(=O)NCC1 | -0.5 | 3 | x | 0.7 | -1 | 1.9 | -1 | 1 | -3 | 0.5 | -2
COC(=O)c1cc(N=Nc2sc(N)nc2C)cc(C(=O)OC)c1 | -0.9 | -5 | -0.7 | 0.1 | -6 | -2.4 | -4 | -13 | 2 | -0.5 | 15
CNCC(O)c1ccc(O)c(O)c1 (stereo not given) | -1.8 | -5 | 0.8 | 5.8* | -5 | -2.3 | -1 | -2 | 0 | -4.0 | 6
O=C(CSc1nc2ccsc2c(=O)n1CC1CCC(C(=O)O)CC1)c1ccc(F)cc1 (stereo not given) | -1.7 | -1 | 0.5 | -0.5 | -2 | 11* | -4 | -6 | -3 | -0.9 | 2
CCOC(=O)c1ccc(Cl)c(S(=O)(=O)N2CCCC2)c1 | -2.0 | -2 | 0.7 | -0.1 | 1 | -4.6 | -1 | 3 | -4 | -0.8 | -1
CC1CCN(S(=O)(=O)c2cccc(C(=O)NCC3CCCO3)c2)CC1 (stereo not given) | -1.3 | 4 | -0.7 | -1.6 | -1 | -2.9 | -4 | -2 | -2 | -1.3 | -7
CCCc1ccc(S(=O)(=O)N2CCN(C(C)C(=O)NCc3ccccc3)CC2)cc1 (stereo not given) | -0.9 | 2 | 1.8 | -1.2 | 0 | -0.8 | -1 | 1 | -2 | -1.0 | 1
Cc1cccc(CS(=O)(=O)Cc2ccc(C(=O)O)o2)c1 | -1.0 | 11* | 1.0 | -0.5 | -1 | 1.9 | 0 | 3 | 6 | -0.3 | -6
CC(Oc1ccccc1)C(=O)NC1CCN(Cc2ccccc2)CC1 (stereo not given) | -0.8 | 0 | 2.8 | -1.3 | -7 | -2.4 | -1 | 0 | 7 | -1.0 | -1
CS(=O)(=O)CCC(C(=O)n1nnc2ccccc21)N1C(=O)c2ccccc2C1=O (stereo not given) | -1.7 | -2 | 1.2 | -0.7 | -2 | 1.1 | -3 | 1 | 0 | 1.6 | -2
CN1CC(=O)N(CC(=O)Nc2ccc(SC(F)F)cc2)C1=O | -0.7 | 2 | -0.6 | 0.0 | -5 | -2.2 | -1 | -1 | 0 | 2.9 | 2
Cc1ccc2c(C(=O)CN3CCN(c4ccccc4)CC3)c(C)[nH]c2c1 | -0.1 | 2 | -0.5 | 0.0 | 7 | 3.5 | -1 | 6 | 0 | -0.1 | -2
Cc1cc2c(nc1C)CCCN2S(=O)(=O)c1ccc(C(F)(F)F)cc1 | -0.6 | -3 | x | -0.1 | -4 | -1.6 | -3 | -5 | 2 | -1.4 | 1
Cc1cccc(OCC(=O)NNC(=O)c2ccc3nc[nH]c3c2)c1 | -1.2 | -5 | -0.2 | 1.7 | -2 | 1.0 | 1 | -5 | 1 | -0.6 | -4
COc1ccc(C(=O)Nc2cc3c(cc2C(=O)O)OCCCO3)c(OC)c1 | -1.3 | 2 | 3.2 | -0.2 | 2 | -0.3 | 2 | -4 | -3 | 0.3 | -1
C=CCNC(=S)N/N=C/c1ccc(-c2cc(Cl)ccc2Cl)o1 | -0.8 | -36 | -0.3 | 0.3 | -1 | -1.2 | -2 | -41 | -3 | -1.9 | -5
NC(=O)c1nn(Cc2ccccc2)c(=O)c2ccccc12 | -1.4 | -2 | 0.0 | -0.1 | 0 | -2.0 | -3 | -3 | 3 | 1.6 | -1
CCCCNc1c(-c2ccc(SC3CCCCC3)c(OC)c2)nc2ccc(C)cn12 | -1.4&-0.8 | i | -0.9 | -0.8&-1.4 | -162 | 0.3&4.7 | 1&-7 | i | -2&0 | -2.5&0.4 | 6&10
Cn1cc(S(=O)(=O)Nc2ccc(F)c(Cl)c2)c(=O)n(C)c1=O | -1.1 | 3 | 0.1 | 0.1 | -2 | 0.3 | -1 | 2 | 1 | 1.6 | 3
CC(C)CC(=O)Nc1ccc(N2CCN(S(C)(=O)=O)CC2)cc1 | -1.4 | 2 | -0.9 | 0.8 | -5 | 0.6 | -2 | 5 | 3 | -0.8 | -6
CCOC(=O)C1(Cc2ccccc2C)CCCN(Cc2ccc(NC(C)=O)cc2)C1 (stereo not given) | -1.2 | 3 | -0.3 | -0.3 | -3 | -1.0 | 0 | -3 | -5 | -1.2 | -3
Cc1ccc(S(=O)(=O)N(C)c2ccccc2C(=O)Nc2ccc3c(c2)OCCO3)cc1 | -1.8 | 4 | -0.4 | -0.8 | 1 | -2.8 | 3 | -2 | 2 | -0.9 | 1
Cc1ccc(C(=O)N/C(=C\c2cn(C)c3ccccc23)C(=O)NCCCN2CCOCC2)cc1 | -1.4 | 1 | 0.2 | 0.7 | -5 | -0.2 | 1 | -3 | -8 | 0.9 | 2
O=C(NC(=S)Nc1cccc(Cl)c1N1CCCC1)c1ccc(-c2cccc([N+](=O)[O-])c2)o1 | -1.5 | -2 | -0.3 | 0.7 | -4 | 0.8 | -3 | -2 | -3 | -1.2 | 1
COc1ccc2c(=O)c(C(=O)NCc3ccccc3)c[nH]c2c1 | -0.2 | 1 | 0.6 | -0.7 | 0 | -2.2 | 0 | -5 | -1 | -1.0 | 3
CCC(C(=O)c1ccccc1)N(C(=O)c1ccccc1Cl)N1C(=O)C2C3C=CC(C3)C2C1=O (stereo not given) | 0.3 | 2 | 1.2 | -0.1 | 0 | 0.3 | -3 | 1 | 4 | -0.5 | -2

High-throughput results: PubChem, several laboratories
